Rpn11 block: inhibitors of human proteasome Rpn11 | human 26S proteasome, Ub4-pepOG fluorescence polarization; 20S core pre-blocked with epoxomicin | actives 0.59% (n = 360,000) | calls only at 20 µM | O00487;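 active = inhibition at 20 µM, scaled to each plate's controls, above about 33%, limit read from the data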
Neddyl block: cullin neddylation inhibition | AID 651699 | actives 0.58% (n = 360,000) | TR-FRET cullin neddylation, biochemical | calls only at 25 µM | P61081+Q13564; in the data active = inhibition above about 36%
Scp-1 inhibitor: blocks human Scp-1 phosphatase activity; inhibition, % at 20 µM; actives 0.88% (n = 340,000); Recombinant Scp1, phosphopeptide, malachite green phosphate absorbance; Q9GZU7;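 active = inhibition above about 50% at 20 µM, limit read from the data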;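 note: plate controls were DMSO wells with enzyme for no effect and wells lacking enzyme for full effect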
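Times: enzyme reaction 45 min at room temperature, colour 5 min, stabilisation 30 min. Material: SCP-1 catalytic fragment, aa 76-261. Medium: Acidic Tris acetate buffer with magnesium and detergent. Signal: colorimetric free-phosphate detection, absorbance 630 nm. Read-out basis: % inhibition of SCP-1 phosphate liberation. Reagent: Phosphorylated 17-residue peptide substrate.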
SUMO1-SIM PPI: alters human SUMO1 binding to SIM partners | AID 602429 | actives 0.33% (n = 360,000) | inhibition, % at 20 µM | SUMO1 binding to a labelled peptide, TR-FRET, 1 h; in the data active = inhibition above about 37%
LMPTP inh: blocks human LMPTP phosphatase | P24666 | recombinant LMPTP-A, OMFP fluorogenic substrate, fluorescence intensity | inhibition, % at 20 µM | actives 0.22% (n = 360,000) | AID 651560;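 active = compounds that cut the enzyme signal by at least half of the control window in the single-dose screen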;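 note: plate controls were DMSO wells with enzyme plus substrate for no effect and substrate without enzyme for full effect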
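Buffer or medium: Bis-Tris pH 6.0, DTT, detergent; Assay system: LMPTP-A enzyme; Quantity: 0.625 nM enzyme; Detection: endpoint fluorescence intensity; Times: 50 min dark incubation at room temperature; Controls: substrate-only low control, DMSO enzyme-plus-substrate high control; Doses: single 20 µM dose; Read-out: percent inhibition versus substrate-only and uninhibited controls; Reagent: 400 µM OMFP.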
CSN deneddyl inh: CSN deneddylation inhibition; actives 0.38% (n = 360,000); Q92905; inhibition, % at 12.5 µM; Purified CSN, SCF-Nedd8-OG deneddylation, fluorescence polarization;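 active = pattern-corrected inhibition above about 35%, with an unprinted fluorescence ratio check between 0.5 and 1.5, limit read from the data, passing the limit was not always enough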;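 note: 0% = enzyme with substrate and 100% = substrate without enzyme; some results filed as inactive read as strong as hits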
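Assay system: purified human Csn5 enzyme expressed in HEK293T cells; Input: 0.24 nM Csn5 enzyme, final concentration; Reagent: 10 nM SCFSkp2-Nedd8OG; Compound dosing: 12.5 µM single point; Times: reaction 90 min, room temperature; Technique: fluorescence polarization readout.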
DNMT1 inh: inhibitors of human DNMT1; P26358; DNMT1 molecular beacon, Hinp1I cleavage, fluorescence; inhibition (reported as % activation of signal), % at 10 µM; actives 0.83% (n = 360,000); AID 588458; in the data active = inhibition above about 50%
Target sequence (P26358 504-1616 limits assumed): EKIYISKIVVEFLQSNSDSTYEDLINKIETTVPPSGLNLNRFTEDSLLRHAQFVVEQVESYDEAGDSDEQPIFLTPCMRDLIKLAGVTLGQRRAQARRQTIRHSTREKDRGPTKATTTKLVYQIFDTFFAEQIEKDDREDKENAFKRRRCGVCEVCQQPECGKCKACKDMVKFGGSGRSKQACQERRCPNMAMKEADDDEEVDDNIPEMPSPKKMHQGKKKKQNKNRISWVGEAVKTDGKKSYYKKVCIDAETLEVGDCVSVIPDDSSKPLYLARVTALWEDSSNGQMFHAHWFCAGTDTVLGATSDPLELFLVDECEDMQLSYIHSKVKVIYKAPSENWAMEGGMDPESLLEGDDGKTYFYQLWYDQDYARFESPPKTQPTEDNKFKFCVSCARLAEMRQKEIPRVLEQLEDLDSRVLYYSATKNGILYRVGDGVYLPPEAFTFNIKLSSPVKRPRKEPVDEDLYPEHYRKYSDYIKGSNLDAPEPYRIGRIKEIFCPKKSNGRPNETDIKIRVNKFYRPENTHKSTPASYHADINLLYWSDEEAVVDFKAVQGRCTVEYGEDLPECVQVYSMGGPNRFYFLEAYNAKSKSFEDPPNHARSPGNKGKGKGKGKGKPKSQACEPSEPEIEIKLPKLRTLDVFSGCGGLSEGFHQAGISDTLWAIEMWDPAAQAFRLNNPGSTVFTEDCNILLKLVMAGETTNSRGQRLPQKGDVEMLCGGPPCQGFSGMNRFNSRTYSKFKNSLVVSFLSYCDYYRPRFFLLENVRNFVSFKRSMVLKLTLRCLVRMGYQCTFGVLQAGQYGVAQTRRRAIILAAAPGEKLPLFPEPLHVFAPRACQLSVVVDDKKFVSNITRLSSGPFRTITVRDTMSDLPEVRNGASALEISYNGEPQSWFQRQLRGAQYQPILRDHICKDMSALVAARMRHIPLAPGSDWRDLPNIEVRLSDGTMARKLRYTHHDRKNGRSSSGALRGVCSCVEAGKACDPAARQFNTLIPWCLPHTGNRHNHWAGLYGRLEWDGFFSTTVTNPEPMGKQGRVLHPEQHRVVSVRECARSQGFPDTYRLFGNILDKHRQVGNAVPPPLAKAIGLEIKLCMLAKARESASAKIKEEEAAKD
Rin1 Abl inh: blocks binding of human Rin1 to Abl; P00519+Q13671; inhibition, % at 7.35 µM; AID 588664; TR-FRET Rin1/Abl binding, biochemical; actives 0.4% (n = 360,000); in the data active = inhibition above about 5%, passing the limit was not always enough
NadD block: NadD (S. aureus) enzyme inhibition; purified NadD enzyme, colorimetric absorbance read-out; inhibition, % at 20 µM; actives 0.78% (n = 360,000); AID 602399; in the data active = inhibition above about 26%; note: some compounds past the cut are filed as inactive
STEP inh: STEP (human) phosphatase inhibition | P54829 | recombinant STEP, OMFP fluorogenic substrate, fluorescence | inhibition, % at 20 µM | actives 0.25% (n = 360,000) | AID 588621;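 active = inhibition at 20 µM, scaled per plate between control wells, above about 37%, limit read from the data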;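 note: 0% = DMSO with enzyme and substrate and 100% = substrate only without enzyme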
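Material: STEP (striatal-enriched tyrosine phosphatase) enzyme, cell-free; Compound dosing: 20 µM single dose in 1% DMSO; Technique: fluorescence read at 480 nm ex / 540 nm em; Times: reaction 20 min, ambient temperature; Medium: 50 mM Bis-Tris pH 6.0 with 2.5 mM DTT and 0.005% Tween 20; Also added: OMFP at 25 µM.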
Active calls of the source: *; i = inactive; . = not tested or not shown; + = active, no number. Compounds as they come; 3.8% or so of the library scored in one or more.

SMILES | Rpn11 block | Neddyl block | Scp-1 inhibitor | SUMO1-SIM PPI | LMPTP inh | CSN deneddyl inh | DNMT1 inh | Rin1 Abl inh | NadD block | STEP inh
CCOc1ccc(NC(=O)Cc2nnc(SCC(=O)N3CCOCC3)n2C)cc1 | i | i | 2 | -1 | 1.0 | 0 | 0 | -1 | 3 | 0
O=C(CCc1nc(-c2ccccc2)no1)Nc1cc(C(F)(F)F)ccc1Cl | i | i | -3 | 1 | 1.9 | 2 | -5 | 1 | -8 | -1
O=C(c1ccc(CS(=O)(=O)c2ccccc2)o1)N1CCOCC1 | i | i | -9 | 1 | -1.3 | -3 | 5 | -1 | -1 | 2
CN(C)CCN(C(=O)C1=COCCO1)c1nc2ccc(F)cc2s1 | i | i | 2 | -3 | 0.6 | -5 | -2 | -2 | -6 | -3
COC(=O)c1[nH]c(=O)c2ccccc2c1O | i | i | -14 | 6 | -3.7 | 0 | -19 | 0 | -7 | -2
CCOc1ccc(S(=O)(=O)Nc2cc(S(=O)(=O)N(CC)CC)ccc2N2CCCC2)cc1 | i | i | 1 | -2 | 0.3 | 2 | -3 | 4 | 2 | 4
CCC(C)(C)NC(=O)CN(C(=O)CCC(=O)Nc1ccccn1)c1ccc2c(c1)OCO2 | i | i | -4 | -3 | -0.1 | 2 | -1 | -1 | -2 | -3
Cc1c(OC(C)C(=O)NCc2ccncc2)ccc2c3c(c(=O)oc12)CCC3 (stereo not drawn) | i | . | -3 | -4 | -0.3 | -1 | 3 | 0 | -4 | 0
OC(CN1CCOCC1)Cn1cnc2ccccc21 (stereo not drawn) | i | i | -7 | 1 | -1.8 | 2 | 2 | 0 | -1 | -3
CCOc1cc(N2CCOCC2)c(OCC)cc1NC(=O)c1ccc(OC)c(S(=O)(=O)N2CCOCC2)c1 | i | i | -10 | 9 | -1.3 | -3 | 6 | 2 | 2 | -3
COc1cc(NS(=O)(=O)N2CCCC2)cc(OC)c1OC | i | i | 7 | 6 | 0.0 | 4 | -1 | 0 | -7 | -4
CCCc1c(-c2ccccc2F)ncn1Cc1ccccc1OC | . | i | . | 10 | 1.6 | 0 | . | . | -2 | .
CN(CCOc1ccccc1)C(=O)c1ccc(Cl)c(S(=O)(=O)N2CCCCC2)c1 | i | i | -3 | -1 | 0.1 | 2 | 3 | -4 | -7 | -1
O=C(N/N=C/c1ccccc1)c1cc(-c2ccc3c(c2)OCO3)n[nH]1 | i | i | -1 | 4 | 0.3 | 6 | 8 | 0 | 4 | -3
Cc1cc(C)c2c(N)c(C(=O)Nc3c(C)n(C)n(-c4ccccc4)c3=O)sc2n1 | i | i | -19 | -15 | -3.4 | -3 | 1 | -4 | -1 | -2
O=C(NCC(=O)N(c1ccccc1)C(C(=O)NC1CCCC1)c1cccnc1)c1ccco1 (stereo not drawn) | i | i | 0 | -2 | -2.0 | -1 | 2 | 2 | -1 | 3
CC1(C)Cc2c(cnn2-c2ccccc2)C(=O)/C1=N\NC(=O)c1ccccc1 | i | i | -7 | -31 | 1.3 | -2 | -3 | -3 | -7 | -2
CC1CCCC(C)N1CC(O)COCc1ccccc1 (stereo not drawn) | i | i | 6 | -2 | -1.4 | 1 | 2 | 1 | -3 | -2
Cn1c(=NCC(O)COc2ccccc2)sc2ccccc21 (stereo not drawn) | i | i | 3 | -2 | -0.8 | 1 | -8 | 1 | -7 | -1
Cc1ccc(/C=C(\NC(=O)c2ccc(C)cc2)C(=O)NCCCn2ccnc2)cc1 | i | i | 1 | -4 | -6.6 | -12 | 4 | -1 | 3 | -3
CNC(=O)c1c(NC(=O)CS(=O)(=O)c2ccc(Cl)cc2)sc(C)c1C | i | i | -3 | 4 | -0.1 | 0 | 0 | -2 | 3 | -2
COC(=O)C1=C(C)N(c2ccc(C)c(C)c2)/C(=C/c2ccco2)C1=O | i | i | 59* | -14 | 3.2 | 10 | 28 | -1 | 4 | 2
CCCCN(CC)C(=O)c1ccc2c(c1)OCO2 | i | i | -6 | -2 | -1.0 | -1 | 5 | -2 | -3 | 2
COc1cc(C(=O)NC(=S)NCc2ccncc2)cc(OC)c1OC | i | i | . | 0 | 2.6 | -2 | 4 | -4 | -1 | -2
CS(=O)(=O)N(Cc1ccccc1)c1ccc(C(=O)N2CCOCC2)cc1 | i | i | 12 | -2 | -1.0 | 6 | -1 | -3 | -6 | -2
O=C1[C@@H]2Cc3c([nH]c4ccccc34)C(c3ccccc3)N2C(=O)CN1C1CCN(Cc2ccccc2)CC1 (stereo partly drawn) | i | i | -2 | -2 | 1.2 | 2 | -8 | -2 | 13 | 3
O=C(O)CC12CC3CC(C1)CC(n1ncc(NCc4ccc(F)cc4Cl)c(Cl)c1=O)(C3)C2 | i | i | 10 | -10 | 0.8 | 1 | -1 | 2 | 6 | 0
CCC(=O)Nc1ccccc1C(=O)N1CCOCC1 | i | i | -7 | 2 | -1.1 | 1 | -2 | 2 | -2 | -4
O=C(CS(=O)(=O)c1ccccc1)NC1CCCCC1 | i | i | -5 | 4 | -0.7 | -2 | 4 | 1 | -5 | 0
CCC(=O)c1ccc(OCC(=O)NCCC2=CCCCC2)c(OC)c1 | i | i | -7 | 2 | 0.3 | 6 | 0 | 2 | -14 | 1

Entries from the list above containing two or more sulfur atoms, in the order listed:
SMILES | Rpn11 block | Neddyl block | Scp-1 inhibitor | SUMO1-SIM PPI | LMPTP inh | CSN deneddyl inh | DNMT1 inh | Rin1 Abl inh | NadD block | STEP inh
CCOc1ccc(S(=O)(=O)Nc2cc(S(=O)(=O)N(CC)CC)ccc2N2CCCC2)cc1 | i | i | 1 | -2 | 0.3 | 2 | -3 | 4 | 2 | 4
CNC(=O)c1c(NC(=O)CS(=O)(=O)c2ccc(Cl)cc2)sc(C)c1C | i | i | -3 | 4 | -0.1 | 0 | 0 | -2 | 3 | -2

Next section.
SMILES | Rpn11 block | Neddyl block | Scp-1 inhibitor | SUMO1-SIM PPI | LMPTP inh | CSN deneddyl inh | DNMT1 inh | Rin1 Abl inh | NadD block | STEP inh
O=C(NCC1COc2ccccc2O1)c1ccc(NC(=O)C(c2ccccc2)c2ccccc2)cc1 (stereo not drawn) | i | i | -7 | 21 | 2.8 | -2 | -4 | 2 | 12 | 1
CC12CCC(C/C1=N\OC(=O)c1ccc(F)cc1)C2(C)C (stereo not drawn) | i | i | -6 | 1 | 1.2 | -4 | 1 | 1 | -5 | 4
Cc1nn(CC(=O)Nc2cccc(S(N)(=O)=O)c2)c(C)c1[N+](=O)[O-] | i | i | -8 | 0 | -0.8 | -5 | -4 | -1 | -1 | 0
CCN(CC)CCOC(=O)c1ccc2c(c1)OCCO2 | i | i | -8 | 0 | -1.4 | 3 | 1 | -1 | 2 | -3
CC(C)(C)c1cc(C(=O)N/N=C/c2ccc([N+](=O)[O-])s2)n[nH]1 | i | i | -4 | -29 | 0.1 | 4 | -3 | -2 | -8 | 1
CCOc1ccc(-n2nc3ccc(NC(=O)CC)cc3n2)cc1 | i | . | -5 | -2 | 5.8 | 18 | 7 | 0 | -5 | 1
Nc1nc(F)cc(N2CCCCCC2)n1 | i | i | -6 | 1 | 0.1 | -1 | 0 | 2 | -5 | 2
O=C(COc1cccc(C(F)(F)F)c1)NCC(c1ccco1)N1CCCC1 (stereo not drawn) | i | i | -2 | 6 | -0.2 | 31 | 17 | 4 | 15 | -2
CN(C)c1ccc(C=C2C=C(c3ccccc3)OC2=O)cc1 | i | i | . | -28 | 5.8 | 19 | -2 | -1 | 5 | 8
Cc1ccccc1-c1cc(C(=O)Nc2nc3c(s2)CCCC3)c2ccccc2n1 | i | i | -4 | 0 | 0.8 | -1 | -14 | 3 | 22 | 19

An excerpt from above in order of their number in STEP inh, high to low.
SMILES | Rpn11 block | Neddyl block | Scp-1 inhibitor | SUMO1-SIM PPI | LMPTP inh | CSN deneddyl inh | DNMT1 inh | Rin1 Abl inh | NadD block | STEP inh
Nc1nc(F)cc(N2CCCCCC2)n1 | i | i | -6 | 1 | 0.1 | -1 | 0 | 2 | -5 | 2
COc1cc(C(=O)NC(=S)NCc2ccncc2)cc(OC)c1OC | i | i | . | 0 | 2.6 | -2 | 4 | -4 | -1 | -2
CCOc1cc(N2CCOCC2)c(OCC)cc1NC(=O)c1ccc(OC)c(S(=O)(=O)N2CCOCC2)c1 | i | i | -10 | 9 | -1.3 | -3 | 6 | 2 | 2 | -3

New compounds follow.
SMILES | Rpn11 block | Neddyl block | Scp-1 inhibitor | SUMO1-SIM PPI | LMPTP inh | CSN deneddyl inh | DNMT1 inh | Rin1 Abl inh | NadD block | STEP inh
Cc1cccc(NC(=O)c2ccc3c(c2)CCN3S(C)(=O)=O)c1C | i | i | -12 | 3 | -1.1 | 6 | 3 | -1 | 1 | 2
COc1ccc(-c2ccc3[nH]c4c(c3c2)CCN2C(=O)[C@@H]([C@H](C)O)[C@@H](N(C)C(=O)Nc3ccc(F)cc3)C[C@@H]42)cc1 | i | i | . | 6 | 1.8 | 2 | -27 | 0 | -3 | 0
CCN(CC)P(=O)(C(NC(=O)OC)C(F)(F)C(F)(F)C(F)(F)C(F)F)N(CC)CC (stereo not drawn) | i | i | -2 | -5 | -0.8 | 0 | 0 | 5 | -1 | 2
COc1ccc(/C=C/C(=O)C2CC2)cc1COc1cccc(C)c1C | i | i | -17 | -4 | 4.8 | -2 | -7 | -1 | -3 | 3
CN(C(=O)CSc1nc(O)cc(=O)n1-c1ccccc1F)c1ccccc1 | i | i | -8 | 4 | -1.4 | -1 | 0 | 1 | 0 | 0
CCN(CC(=O)NC(=O)NCc1ccco1)Cc1nc2ccccc2c(=O)[nH]1 | i | i | 43 | 7 | -2.6 | -1 | 3 | 1 | 13 | -3
O=C(CNC(=O)N1CC(=O)Nc2ccccc21)Nc1ccc(Cl)cc1 | i | i | -3 | 1 | -0.2 | 4 | 2 | -3 | -4 | -1
O=C1CC(c2ccccc2)NN1 (stereo not drawn) | i | i | 0 | 1 | -1.4 | 1 | 3 | 4 | 3 | 1
CCOc1cccc(C2C(C(=O)c3ccco3)=C(O)C(=O)N2Cc2ccncc2)c1 (stereo not drawn) | i | i | -2 | -2 | 0.2 | -1 | 4 | 2 | 7 | 4
O=C(CSc1ccccc1)Nc1nnc(/C=C/c2ccccc2)s1 | i | . | 2 | -6 | -3.5 | 1 | 7 | -1 | -1 | 0
COC(=O)c1nn(-c2ccccc2)c(Cl)c1/C=N/OCc1c(Cl)cccc1Cl | i | i | 3 | -9 | 3.9 | 0 | 0 | 2 | -5 | -1
O=C(CNC(=O)c1ccccc1Br)N/N=C/c1ccccc1O | i | + | -9 | -7 | 0.0 | -8 | 2 | -2 | -1 | 1
O=C(NCc1ccc(F)cc1)C1CCCN(S(=O)(=O)c2ccc(-n3cnnn3)cc2)C1 (stereo not drawn) | i | i | -5 | 2 | -1.8 | 4 | 0 | 4 | -5 | 2
O=C(Cc1ccc(F)cc1)Oc1ccc(C(=S)N2CCCC2)cc1 | i | i | -4 | 1 | -0.5 | 0 | 1 | 1 | -7 | 6
